EPAC2 ag: agonists of human EPAC2 (RAPGEF4); actives 0.079% (n = 360,000); EPAC2 activation, biochemical qHTS; response scale: 100% = 6.5 mM cAMP response; Q8WZA2; AID 720711; Potency, µM (series often up to 154 µM), for inactives: at the highest dose activation, hits mostly activators; further: potency means the concentration at half of the fitted maximal effect; nearly all actives have a fitted effect of over 50% in size
Target sequence (Q8WZA2 whole entry, looked up): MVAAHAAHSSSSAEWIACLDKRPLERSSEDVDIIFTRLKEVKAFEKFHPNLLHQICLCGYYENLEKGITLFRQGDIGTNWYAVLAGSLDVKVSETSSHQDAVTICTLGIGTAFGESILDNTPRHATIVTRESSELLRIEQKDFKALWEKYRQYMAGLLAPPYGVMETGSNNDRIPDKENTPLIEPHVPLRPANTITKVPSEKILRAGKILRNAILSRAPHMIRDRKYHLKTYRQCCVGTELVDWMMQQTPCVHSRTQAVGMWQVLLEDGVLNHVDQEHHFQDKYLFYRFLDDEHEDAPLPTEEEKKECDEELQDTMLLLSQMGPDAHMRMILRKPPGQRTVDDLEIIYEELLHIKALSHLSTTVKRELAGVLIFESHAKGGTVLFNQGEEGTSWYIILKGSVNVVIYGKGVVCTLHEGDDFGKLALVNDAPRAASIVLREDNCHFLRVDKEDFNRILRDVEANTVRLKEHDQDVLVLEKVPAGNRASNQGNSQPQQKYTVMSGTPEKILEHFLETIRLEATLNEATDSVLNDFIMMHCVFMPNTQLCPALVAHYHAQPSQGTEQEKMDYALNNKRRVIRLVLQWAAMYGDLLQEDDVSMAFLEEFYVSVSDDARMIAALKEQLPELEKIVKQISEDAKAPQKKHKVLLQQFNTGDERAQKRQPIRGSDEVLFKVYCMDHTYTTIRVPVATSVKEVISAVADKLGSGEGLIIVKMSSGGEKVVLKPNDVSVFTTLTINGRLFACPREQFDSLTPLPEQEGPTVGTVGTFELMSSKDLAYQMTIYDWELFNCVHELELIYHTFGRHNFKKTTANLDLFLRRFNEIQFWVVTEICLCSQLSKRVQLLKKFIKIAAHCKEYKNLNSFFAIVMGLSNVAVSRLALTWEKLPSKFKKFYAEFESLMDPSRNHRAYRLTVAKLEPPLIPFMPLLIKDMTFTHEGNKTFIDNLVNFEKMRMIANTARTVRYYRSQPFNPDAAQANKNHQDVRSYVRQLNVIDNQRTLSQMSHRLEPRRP
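Readout is BODIPY fluorescence (480 nm excitation, 540 nm emission), which falls as labeled GDP is exchanged off Rap1B. EPAC2 at 100 nM acted on 250 nM RAP1B-BODIPY-GDP with 50 uM GDP present.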
EPAC2 antag: EPAC2 (human) antagonism. Q8WZA2. EPAC2 GEF exchange of Rap1B-BODIPY-GDP, fluorescence. Potency, µM (top dose mostly 114 µM), without a hit: at the top dose activity, negative = inhibition, actives largely listed as inhibitors. actives 0.18% (n = 360,000). AID 720708; further: potency means the concentration at half of the fitted maximal effect; on the % scale 0 is the no-effect control and ±100 the full control effect; nearly all actives have a fitted effect of over 45% in size; many of its hits are not listed in these tables
DRD3 agonist: agonists of human D3 dopamine receptor. P35462. D3R DiscoveRx beta-arrestin cells, luminescence, 90 min. max activation, %. actives 0.58% (n = 410,000). AID 652048; in the data active means max activation above about 30%; further: 0% is about no effect; mostly tested at two doses, the higher about 12 µM
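Agonist mode: compounds and dopamine controls were applied to plated cells for 90 min at 37 degrees C after an overnight attachment at 1500 cells/well. Luminescent read-out followed 30 - 60 minutes at room temperature with DiscoveRx detection reagent.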
aSyn rescue: alpha-synuclein toxicity inhibition in yeast; Yeast expressing alpha-synuclein, growth rescue, BacTiter-Glo, 24 h; Potency, µM (doses to about 46.1 µM), for the others: at the top dose growth rescue (activation), most hits filed as activators; actives 0.14% (n = 370,000); further: potency means the concentration at half of the fitted maximal effect; % of control where 0% means no effect; nearly all actives have a fitted effect of over 65% in size
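Galactose-induced alpha-syn yeast (OD600=0.02, raffinose-pregrown) + pinned cpd, 24 hr, 30 deg C; growth by BacTiter-Glo luminescence. Growth restoration scores as activation.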
TDP-43 yeast inh: inhibitors of TDP-43 toxicity in yeast; TDP-43 expressing yeast growth rescue, BacTiter-Glo, 24 h; Potency, µM (doses to about 46.1 µM), inactives show top-dose growth rescue (activation), most hits filed as activators; actives 1.8% (n = 410,000); further: potency means the concentration at half of the fitted maximal effect; % of control where 0% means no effect; nearly all actives have a fitted effect of over 50% in size
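Galactose-induced TDP-43 yeast, OD600=0.02, compound pinned; 24 hr, 30 deg C; BacTiter-Glo luminescence for growth. Inhibitors of TDP-43 toxicity read as activators.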
FUS yeast rescue: rescues growth of FUS-expressing yeast. S. cerevisiae FUS-expressing, growth rescue, OD600, 24 h. Potency, µM (doses to about 76.6 µM), inactives show at the top dose growth rescue (activation), actives largely listed as activators. AID 1347120. actives 0.24% (n = 390,000);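 further: potency means the concentration at half of the fitted maximal effect; plate controls were DMSO vehicle for no effect and reference control for full effect; nearly all actives have a fitted effect of over 55% in size; some results filed as inactive show a strong effect at the top dose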
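Galactose (2%) drives FUS expression in yeast precultured in raffinose; seeding density OD 0.005. Test compounds incubated 24hr at 30C and 99% humidity before absorbance at 600 nm was measured.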
D3 antag: antagonists of human D3 dopamine receptor. D3R cells, DiscoveRx beta-arrestin luminescence, antagonist mode; hits give low values. max response, negative = inhibition, %. actives 2.5% (n = 360,000). AID 652054; in the data active means max response below about -50%; inconclusive means no clear call, values can overlap the other calls; further: on the % scale 0 is the no-effect control and ±100 the full control effect; mostly tested at two doses, the higher about 12 µM
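Cells plated overnight at 1500 cells/well, then exposed to library compounds with dopamine controls for 90 minutes at 37 degrees C. DiscoveRx reagent added for 30–60 minutes at room temperature; luminescence read, quantitative HTS format.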
Abeta rescue: restores growth of yeast expressing A-beta42 peptide; yeast expressing A-beta42, growth rescue, OD600, 48 h; response scale: 0% DMSO, 100% iron-clioquinol control; AID 1347071; Potency, µM (top dose mostly 46.1 µM), for the others: top-dose growth rescue, usual class: activators; actives 0.063% (n = 410,000); further: potency means the concentration at half of the fitted maximal effect; nearly all actives have a fitted effect of over 55% in size
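Yeast A-beta toxicity model in growth medium with pinned compounds, 48 h at 30 C; growth read as absorbance at 600 nm. Normalized to FeCl3/clioquinol equimolar mix (positive) and DMSO (negative).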
* = called active by the depositor; u = inconclusive; x = not tested or not shown; [ ] = another dose, or the depositor's remark. Unless noted, the call rests on the fitted dose curve; in most records, active means well fitted curve in the direction sought with a large enough effect; inconclusive means small, poorly fitted or top-dose-only effect, or another doubt; inactive means no such curve, though single readings can be large; an effect the other way counts as inactive or inconclusive. These rows are one share of the data; the hit share may differ from the screen's.

SMILES | EPAC2 ag | EPAC2 antag | DRD3 agonist | aSyn rescue | TDP-43 yeast inh | FUS yeast rescue | D3 antag | Abeta rescue
CC(C)OCCCNC(=O)c1cc(-c2cccs2)nc2ccccc12 | 0% | -2% | 2 | -2% | -3% | 7% | 23 | -4%
CC(Oc1ccccc1F)c1ccnc2nc(/N=C/N(C)C)nn12 (stereo not given) | -3% | -2% | -1 | 1% | 8%[9.22 µM] | -3% | -1 | 2%
Cc1ccc(NS(=O)(=O)c2cn(C)c(=O)n(C)c2=O)cc1C | 1% | 9% | -7 | -4% | -1% | -22% | -17 | 3%
CC(=O)c1cccc(NC(=O)C(Cc2ccccc2)NS(=O)(=O)c2ccc(Br)s2)c1 (stereo not given) | x | x | -11 | x | 9% | -15% | x | -9%
Cc1ccc(S(=O)(=O)Nc2ccccc2N(C)S(=O)(=O)c2ccc(C)cc2)cc1 | 18% | 3% | 0 | -2% | -14% | 43% | -14 | -13%
COc1cc(NC(=O)CN2CCN(S(=O)(=O)c3ccc(Br)cc3)CC2)cc(OC)c1 | x | x | 7 | x | -19% | 1% | x | -5%
C=CCNC(=O)/C(C#N)=C/c1cn(-c2ccccc2)nc1-c1ccc(OC)c([N+](=O)[O-])c1 | -2% | -5% | 7 | 1% | -1% | 25% | 2 | -7%
CCOc1ccc(N2C(=O)C(=O)/C(=C(/O)c3ccccc3)C2c2ccccc2[N+](=O)[O-])cc1 (stereo not given) | -2% | -2% | -6 | 1% | 0% | 35% | -10 | -13%
COc1ccc2nc(/N=C/c3cccc(OC)c3O)sc2c1 | 4% | 4% | 5 | -13% | -15% | -34% | -10 | -35%[inhibitor]
Cc1ccc(OC(=O)CCC(=O)Nc2ccc(C(N)=O)cc2)cc1 | 16% | -1% | 12 | -5% | -15% | -2% | -11 | 1%
O=C(CC12CC3CC(CC(C3)C1)C2)NCc1ccncc1 | 10% | -3% | -6 | -7% | -8% | 2% | 15 | 9%
COc1cccc(N2CCN(C(=O)C3CCC(=O)N(C4CCCCCC4)C3)CC2)c1 (stereo not given) | 5% | -7% | -8 | 0% | 0% | 47% | -21 | -7%
CCc1nn2c(=O)cc(COC(=O)c3cccc(NC(=O)CCc4ccccc4)c3)nc2s1 | x | x | -5 | x | 8% | -1% | x | -11%
CCOC(=O)C1=CNS(=O)(=O)NC1CCc1ccccc1 (stereo not given) | 22% | 11% | -19 | 3% | 0% | 2% | 0 | -8%
COC(=O)/C=C1/N/C(=N\c2nc(C)cc(C)n2)N(c2ccc(Cl)cc2)C1=O | 10% | 7% | 0 | 0% | 24% | 6% | -1 | 10%
CCC(=O)N1c2ccccc2-c2nnc(SC)nc2OC1c1ccc(N(C)C)cc1 (stereo not given) | 4% | -24% | 6 | 6% | 7% | -13% | 16 | 13%
Cc1ccc(CN2CCC(=O)N2)cc1 | -1% | -2% | 1 | -4% | -5% | -12% | 12 | -3%
CC1(C(=O)NS(=O)(=O)Cc2cccc(Cl)c2)CCN1C(=O)CCc1ccccc1 (stereo not given) | 13% | 2% | 2 | -5% | 19% | 7% | 0 | -4%
c1cnc2ccc(C(c3nnnn3C3CCCCC3)N3CCN4CCCC4C3)cc2c1 (stereo not given) | 0% | 6% | 1 | 2% | 7% | 15% | -28 | 13%
O=C(c1cc(Br)c(Br)s1)N1CCN(C/C=C/c2ccccc2)CC1 | 17% | -7% | 3 | 13% | -3% | 22% | -78* | -3%
COc1ccc(CC(=O)Nc2ccc(/C(C)=N/NC(=O)c3cccc([N+](=O)[O-])c3)cc2)cc1 | 6% | -9% | 1 | -1% | 1% | 5% | -16 | -2%
O=c1oc(-c2ccccc2NS(=O)(=O)c2ccccc2)nc2ccccc12 | u | 10% | -14 | -8% | -17% | 10% | 9 | 8%
O=S(=O)(NN=Cc1ccc(O)cc1O)c1cc(Cl)c(Cl)cc1Cl | 9% | -25% | 7 | 7% | 14% | x | -7 | 0%
FC(F)(F)c1ccc(C2Nc3cccc4cccc(c34)N2)cc1 | -19% | 1% | -3 | -5% | u | -22% | -9 | 2%
Cc1ccc(S(=O)(=O)NC(C)(C)CN2CCCCC2)cc1 | 1% | 2% | -14 | 8% | 10% | -16% | -5 | 1%
(further entries)
SMILES | EPAC2 ag | EPAC2 antag | DRD3 agonist | aSyn rescue | TDP-43 yeast inh | FUS yeast rescue | D3 antag | Abeta rescue
CC(C)CNC(=O)c1ccccc1NC(=O)c1ccccc1N(C)S(=O)(=O)c1ccccc1 | -6% | -3% | 2 | -1% | 13% | u | 25 | 25%
CCOC(=O)[C@@H]1[C@H]2COc3ccc(Br)cc3[C@@H]2N2C(=O)N(c3ccc(Br)cc3)C(=O)[C@]12C | 2% | 5% | 7 | 1% | 18% | 2% | 4 | 5%
O=C(Nc1ccc(F)c(Cl)c1)c1csc([C@@H]2O[C@H](CO)[C@H](O)[C@H](O)[C@H]2O)n1 | 11% | -5% | 3 | 2% | 18% | -20% | 16 | 12%
CCOC(=O)N1CCc2c(sc3c2c(=O)n(-c2ccc(Cl)cc2)c(=O)n3CC(=O)c2ccc(F)cc2)C1 | x | x | 7 | x | 5% | 17% | x | 15%
Cc1ccc(N2C(=O)c3n[nH]c(C)c3C2c2cccnc2)cc1 (stereo not given) | 0% | 11% | -1 | -5% | 0% | 19% | 16 | 13%
COc1ccc(CCNC(=O)CSc2ccc3ccccc3c2)cc1OC | 16% | 18% | -23 | 15% | -1% | x | 12 | 0%
Nc1cccc2c1C(=O)N(c1ccccc1)C2=O | 7% | 7% | -1 | -17% | 35µM* | -19% | -9 | -15%
CC(C)c1ccc(NC(=S)Nc2cccc3ccccc23)cc1 | 13% | -15% | -16 | 6% | u | 51% | -23 | u
CC(/C=N/NC(=O)c1ccc(CN2c3cccc4cccc(c34)S2(=O)=O)cc1)c1ccccc1 (stereo not given) | 15% | 0% | -3 | 7% | -3% | x | -25 | 10%
COCCOC1CCN(C(=O)C2CCC(=O)N(CCc3ccccc3)C2)CC1 (stereo not given) | -5% | 4% | -3 | -1% | -11% | -3% | 6 | 10%
CC(C)NC(=O)c1ccc2nc([C@@H]3O[C@H](CO)[C@H](O)[C@H](O)[C@H]3O)[nH]c2c1 | 8% | -2% | 0 | -1% | 8% | -13% | -26 | -23%
CCOC(=O)C1=C(CS(=O)(=O)c2c(C)cc(C)cc2C)NC(=O)NC1c1cccc(OC)c1 (stereo not given) | x | x | -1 | x | 7% | 13% | x | -2%
O=C1CN(c2ccc(Cl)cc2)C(=O)CN1NC(=S)Nc1ccc(Cl)cc1 | 3% | 0%[57.1 µM] | 1 | 2% | 1% | 10% | 26 | 21%
S=c1[nH]nc(-c2c[nH]c3ccccc23)o1 | 2% | -1% | 8 | -10% | 1% | 19% | -4 | -7%
O=C(CCSc1nc(-c2ccc3c(c2)OCO3)cc(C(F)(F)F)n1)NCc1ccccc1 | 1% | -5% | -4 | -7% | 1% | 18% | -5 | 5%
CCOc1ccc(C(=O)NC(=S)NC2CCCC2)cc1[N+](=O)[O-] | -2% | 12% | 1 | 8% | u | x | 4 | 30%
CCN(CC(=O)NCc1ccc(F)cc1)CC(=O)Nc1ccccc1-c1ccccc1 | 6% | -2% | -3 | 4% | 18% | 21% | -18 | 3%
CCCCNC(=O)c1ccc2c(c1)NC(=O)C(C(C)C)N2 (stereo not given) | x | x | 9 | x | 10% | -3% | x | 0%
CCOC(=O)C1=C(C)OC(N)=C(C#N)C1c1cc2c(cc1Br)OCO2 (stereo not given) | 16% | u | -3 | 6% | -23% | 4% | 15 | -3%
COc1ccc(NS(=O)(=O)c2cc(NC(=O)c3ccc(=O)[nH]c3)ccc2N2CCOCC2)cc1 | -2% | -18% | -2 | 1% | 3% | 12% | -3 | -10%
Cc1ccc(S(=O)(=O)NN2C(=O)c3ccccc3NC2c2cccc(O)c2)cc1 (stereo not given) | 7% | -6% | 12 | 0% | -4% | 2% | 1 | 2%
COc1ccccc1NC(=O)CCNC(=O)Cn1ccc2ccccc2c1=O | -2% | -5% | 3 | -1% | 0% | 10% | -19 | 12%
CCOc1ccc(C2C(C(N)=O)=C(C)Nc3nc(-c4cccc(Cl)c4)nn32)cc1OC (stereo not given) | x | x | -7 | x | 25%[9.22 µM] | 22% | x | -8%
CN(Cc1ccco1)C(=O)CN1C(=O)NC2(CCCC2)C1=O | 5% | 8% | 8 | 2% | -7% | -5% | 6 | 0%
CCOc1ccc(CCNC(=O)c2cccnc2N2CCCC2)cc1OCC | 6% | -1% | -3 | -3% | -5% | -10% | 8 | -25%

5 consecutive records out of the list so far, quoted:
SMILES | EPAC2 ag | EPAC2 antag | DRD3 agonist | aSyn rescue | TDP-43 yeast inh | FUS yeast rescue | D3 antag | Abeta rescue
Cc1ccc(S(=O)(=O)NN2C(=O)c3ccccc3NC2c2cccc(O)c2)cc1 (stereo not given) | 7% | -6% | 12 | 0% | -4% | 2% | 1 | 2%
COc1ccccc1NC(=O)CCNC(=O)Cn1ccc2ccccc2c1=O | -2% | -5% | 3 | -1% | 0% | 10% | -19 | 12%
CCOc1ccc(C2C(C(N)=O)=C(C)Nc3nc(-c4cccc(Cl)c4)nn32)cc1OC (stereo not given) | x | x | -7 | x | 25%[9.22 µM] | 22% | x | -8%
CN(Cc1ccco1)C(=O)CN1C(=O)NC2(CCCC2)C1=O | 5% | 8% | 8 | 2% | -7% | -5% | 6 | 0%
CCOc1ccc(CCNC(=O)c2cccnc2N2CCCC2)cc1OCC | 6% | -1% | -3 | -3% | -5% | -10% | 8 | -25%

The list goes on.
SMILES | EPAC2 ag | EPAC2 antag | DRD3 agonist | aSyn rescue | TDP-43 yeast inh | FUS yeast rescue | D3 antag | Abeta rescue
COC(=O)c1c(-c2ccc(Cl)cc2)noc1N1CCN(c2ccc(OC)cc2)CC1 | x | x | 69* | x | 18%[9.22 µM] | -12% | x | -5%
COc1ccc(NC(=O)CSc2nnc(Cc3cccs3)n2-c2ccc(C)cc2)cc1 | 21% | -9% | 81* | 28% | -6% | 29% | 54 | 7%
COc1ccccc1CNC(=O)CN1C(=O)NC2(CCCc3sccc32)C1=O (stereo not given) | 3% | -3% | -4 | -4% | -3% | -21% | -2 | -3%
O=S(=O)(c1ccc(-c2csc(Nc3ccc(F)cc3)n2)cc1)N1CCCC1 | 4% | -6% | 9 | 2% | 12% | 9% | 13 | -14%
Cc1ccc2cccc(OCCCOc3ccccc3CO)c2n1 | 1% | -10% | 0 | 0% | 4% | -12% | 8 | 10%
CCOc1cccc(/C=N/NS(=O)(=O)c2ccc(C)c([N+](=O)[O-])c2)c1O | 1% | -12% | -1 | 0% | -4%[9.22 µM] | -4% | 6 | -7%
